Screening data from PubChem BioAssay.
SENP8 inh – blocks human SENP8 cleavage of Nedd8 substrate; inhibition, % at 20 µM; recombinant SENP8, Nedd8 substrate fluorescence; AID 602440; actives 0.64% (n = 360,000); Q96LD8; in the data active = inhibition mostly above about 40%, no sharp cut-off; inactive = mostly below about 27%
Target sequence (Q96LD8 whole entry, looked up): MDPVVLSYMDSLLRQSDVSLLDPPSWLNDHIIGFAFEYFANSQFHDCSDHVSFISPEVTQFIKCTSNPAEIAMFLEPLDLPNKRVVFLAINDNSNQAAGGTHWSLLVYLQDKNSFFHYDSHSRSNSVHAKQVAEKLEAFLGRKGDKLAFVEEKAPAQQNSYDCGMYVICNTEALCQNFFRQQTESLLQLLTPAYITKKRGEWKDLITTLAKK
GRIN3A LBD mod – NR3A (human) ligand-binding domain modulation | AID 1259313 | NR3A LBD differential scanning fluorimetry, Tm shift; 0% = protein alone, 100% = glycine-bound protein | actives 2.5% (n = 340,000) | Tm shift relative to glycine control, % at 25 µM;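 active = melting temperature shift of at least 10% of the positive control shift, at one fixed dose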
PfGluPho inh – PfG6PD (Plasmodium falciparum) enzyme inhibition. inhibition, % at 20 µM. actives 0.78% (n = 350,000). PfGluPho enzyme, NADPH resazurin-diaphorase fluorescence. AID 504690;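 active = inhibition reaching at least a set limit at 20 µM in the primary screen, cut at about 59% in these data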;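 also: 0% = DMSO wells with substrate and 100% = DMSO wells lacking glucose-6-phosphate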
SENP6 block – inhibitors of human SENP6 protease; Q9GZR1; Recombinant SENP6 catalytic domain, aminoluciferin luminescence; inhibition, % at 10 µM; actives 1.8% (n = 330,000);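 active = inhibition above about 50% at the single tested dose, limit read from the data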;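 also: plate controls were DMSO wells with enzyme for no effect and DMSO wells lacking enzyme for full effect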
HKDC1 inh – HKDC1 (human) hexokinase inhibition | Q2TB90 | recombinant HKDC1, G6PDH/diaphorase resazurin coupled fluorescence | inhibition, % at 20 µM | actives 0.16% (n = 340,000) | AID 493160;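 active = inhibition above about 35% when tested at 20 µM, limit read from the data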;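 also: plate controls were DMSO wells with enzyme for no effect and DMSO wells lacking enzyme for full effect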
Target sequence (Q2TB90 whole entry, looked up): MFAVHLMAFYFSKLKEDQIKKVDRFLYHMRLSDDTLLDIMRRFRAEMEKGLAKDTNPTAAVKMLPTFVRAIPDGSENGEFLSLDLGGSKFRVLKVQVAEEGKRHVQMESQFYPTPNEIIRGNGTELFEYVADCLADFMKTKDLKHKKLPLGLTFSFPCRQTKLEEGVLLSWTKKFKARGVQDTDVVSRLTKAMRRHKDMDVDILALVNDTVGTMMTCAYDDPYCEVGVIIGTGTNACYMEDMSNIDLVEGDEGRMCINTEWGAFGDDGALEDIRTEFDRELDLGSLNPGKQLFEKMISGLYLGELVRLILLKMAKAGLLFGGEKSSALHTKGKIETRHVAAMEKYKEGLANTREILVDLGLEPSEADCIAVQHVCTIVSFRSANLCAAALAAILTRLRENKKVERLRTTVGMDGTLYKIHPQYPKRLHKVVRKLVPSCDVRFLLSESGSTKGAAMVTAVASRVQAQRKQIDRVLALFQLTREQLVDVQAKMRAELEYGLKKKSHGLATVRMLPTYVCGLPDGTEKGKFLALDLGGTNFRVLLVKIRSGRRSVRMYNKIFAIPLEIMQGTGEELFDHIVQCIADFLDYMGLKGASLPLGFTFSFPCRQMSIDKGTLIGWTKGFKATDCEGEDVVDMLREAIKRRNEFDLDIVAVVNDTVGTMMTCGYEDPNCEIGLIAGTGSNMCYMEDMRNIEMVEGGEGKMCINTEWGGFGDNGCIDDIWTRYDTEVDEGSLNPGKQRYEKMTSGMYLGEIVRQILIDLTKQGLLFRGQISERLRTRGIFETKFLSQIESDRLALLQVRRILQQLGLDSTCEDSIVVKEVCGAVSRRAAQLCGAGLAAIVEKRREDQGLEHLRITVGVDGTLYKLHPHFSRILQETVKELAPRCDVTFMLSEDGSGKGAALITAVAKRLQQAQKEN
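Assay system – recombinant HKDC1 (HK5) hexokinase enzyme, produced in-house · Input – HKDC1 at 5 µg/mL · Reagent – glucose plus 1 mM ATP as hexokinase substrates · Timing – 90 min reaction incubation at room temperature, dark · Measured by – G6PDH/diaphorase-coupled fluorescence, 1 mM NADP, 100 µM resazurin, 525/613 nm · Benchmarks – DMSO-enzyme wells negative, buffer-substituted wells positive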
ATG4B inhibitor – blocks human ATG4B protease cleavage of LC3 substrate. actives 0.51% (n = 340,000). ATG4B cleavage of LC3-PLA2, NBD-HPC fluorescence, 1 h. Q9Y4P1. inhibition, % at 8.33 µM. AID 504462; in the data active = inhibition above about 40%
SENP7 block – blocks the human protease SENP7 | Q9BQF6 | recombinant SENP7, Z-RLRGG-aminoluciferin luminescence, 40 min | inhibition, % at 5 µM | actives 1.5% (n = 330,000) | AID 434973;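 active = inhibition above about 50% at the single test dose, limit read from the data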;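 also: plate controls were DMSO with enzyme for no effect and no enzyme buffer wells for full effect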
MPTP inh – permeability transition pore inhibition; actives 1.4% (n = 360,000); isolated mouse mitochondria, Ca2+ swelling absorbance, 30 min; inhibition, % at 10 µM; AID 602449;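 active = inhibition of 50% or more, scaled per plate between neutral and stimulator controls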;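 also: 0% = DMSO wells given calcium and 100% = 1 mM EGTA wells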
Starred values were filed as active, the others as inactive; . = not tested or not shown.

SMILES	SENP8 inh	GRIN3A LBD mod	PfGluPho inh	SENP6 block	HKDC1 inh	ATG4B inhibitor	SENP7 block	MPTP inh
CC(OC(=O)CSc1ccc([N+](=O)[O-])cc1)C(=O)NCc1ccccc1 (stereo unspecified)	12	2	66*	-6	5	-3	9	-1.7
O=C(OCCCN=C1NS(=O)(=O)c2ccccc21)c1cccs1	5	-3	3	-2	-10	-3	8	-0.8
CCOc1ccccc1NC(=O)CSc1nnc(-c2cccnc2)o1	12	1	26	-16	-8	1	-6	-1.0
NS(=O)(=O)c1ccc(CCNC(=O)CNC(=O)c2ccc(Br)o2)cc1	-6	0	-10	10	-9	3	-6	-0.5
CCOC(=O)c1ccc(NC(=O)c2ccc3c(c2)C(=O)N(CC2CCCO2)C3=O)cc1 (stereo unspecified)	5	-4	4	5	-1	8	-1	1.5
CCc1ccc(N2CC(C(=O)Nc3cccc(C(=O)NC4CC4)c3)CC2=O)cc1 (stereo unspecified)	17	1	-24	-17	-6	6	-5	0.2
Nc1c(Cl)cc(C(=O)NC2CC2)cc1Cl	19	0	-16	.	-2	8	.	0.0
Cc1cccc(NC(=O)C2CCN(c3nc(C)cc(C)n3)CC2)c1	-8	-1	-11	-12	-10	-6	-3	0.5
C=CCn1c(SCC(=O)NCCC2=CCCCC2)nc2ccc(Cl)cc2c1=O	16	2	-3	-7	-1	6	5	8.8
CCCN(CC(=O)Nc1ccc(C(N)=O)cc1)CC(=O)Nc1ccc(F)c(F)c1F	13	-1	-2	-3	2	0	-9	0.0
CC(=O)Nc1ccc(NC(=O)COC(=O)COc2ccc3ccccc3c2)cc1	-4	0	11	-22	-9	-11	-11	-0.7
Cc1ccc(S(=O)(=O)N2CCCN(S(=O)(=O)C3CCS(=O)(=O)C3)CC2)cc1 (stereo unspecified)	5	0	9	4	-11	1	12	-1.2
N#C/C(=C/c1ccc(N2CCCCC2)o1)c1cccc(F)c1	-34	-4	41	15	-1	12	-11	0.6
O=C(CCS(=O)(=O)Cc1ccccc1)N1CCN(Cc2ccccc2)CC1	3	0	0	-5	-10	-8	-4	-0.7
Cc1ccc(S(=O)(=O)NC2(C(F)(F)F)NC(=O)N(c3ccccc3F)C2=O)cc1 (stereo unspecified)	13	1	5	-9	-5	-4	6	-1.3
CCOCC(=O)N(CC)Cc1ccccc1	-2	-1	-11	-7	-7	-4	1	-1.7
COc1cc(OC)c2ccc(=O)oc2c1C(CCN1CCN(c2ccccc2)CC1)c1ccc2c(c1)OCO2 (stereo unspecified)	-172	-1	13	-2	2	0	-2	-0.7
O=C(CSc1nnc(NC(=O)C2CCC2)s1)NC1CC1	32	-1	0	2	-4	-3	1	-1.2
COc1ccc(Br)cc1CNC(=O)CCc1nc(-c2ccccc2F)no1	26	-19	26	14	3	12	2	-2.7
COc1cccc(CNC(=O)CSCC(=O)Nc2cc(C)on2)c1	-4	-1	-4	7	-2	-2	2	-2.2
Cc1cc(C)c(OCCCCN2CCNCC2)c(C)c1	23	-2	27	-11	-6	1	0	0.3
O=C(COC(=O)CCC(=O)c1ccc(F)cc1)Nc1cccc(S(=O)(=O)N2CCCC2)c1	16	0	6	88*	-6	-16	-2	2.7
O=C(N/N=C/c1ccccc1OCc1ccccc1)c1cccs1	-45	-4	-3	3	0	12	-3	1.6
CC(C)OC(=O)CSc1nnc(CNc2ccc(Cl)cc2)n1Cc1ccccc1	8	2	7	-8	4	-12	-1	20
COc1cccc2c(=O)cc(C)n(CC(=O)Nc3ccccc3C)c12	-128	3	-8	-20	-1	-8	-5	42
O=[N+]([O-])c1cccc2nc3ccccc3c(NCCCn3ccnc3[N+](=O)[O-])c12	24	-10	29	.	5	5	.	0.4
N#CC1=C(O)C(c2ccccc2)n2c1nc(=O)c1ccccc12 (stereo unspecified)	-396	1	-8	9	-1	2	2	0.3
CN(C)CCn1c(=N)n(CC(O)c2ccc(Cl)c(Cl)c2)c2ccccc21 (stereo unspecified)	14	-4	-4	5	-5	2	9	-4.1
COc1cc2nc(C3CCC3)n(NC(=O)COc3ccccc3)c(=O)c2cc1OC	13	1	2	4	0	-7	-11	-2.7
COc1cc(OC)c(C(=O)/C=C/c2ccc(OCc3ccccc3)c(OC)c2)c(OC)c1	15	-1	4	-20	2	2	-4	0.2
NC(=O)c1cccn1-c1ncc(C(F)(F)F)cc1Cl	-63	1	-1	-2	-10	-6	5	-0.8
CCOc1ccc(CCNC(=O)CCC(=O)Nc2ccc3nc(N4CCN(C)CC4)cc(C)c3c2)cc1OCC	-418	0	-14	-10	-5	-3	-7	1.4
COc1ccc(N2CSC3=C(C#N)C(c4cc(OC)ccc4OC)CC(=O)N3C2)c(OC)c1 (stereo unspecified)	14	-24	113*	-4	27	1	12	-3.0
COc1ccc([N+](=O)[O-])cc1NC(=O)c1ccc(CN(c2ccc(C)c(C)c2)S(C)(=O)=O)cc1	11	-4	5	-9	-9	-9	2	1.1
Cc1cccc(Nc2nn3c(=O)c4ccccc4nc3s2)c1	-23	1	-18	-3	9	10	-5	2.4
COCC(=O)NCCSc1c(C)[nH]c2ccccc12	7	-3	-4	-4	-5	0	-6	-0.6
CCn1c(SCC(=O)Nc2ccccc2)nnc1-c1ccc(S(=O)(=O)N2CCOCC2)cc1	-9	2	-16	1	-4	-1	-4	1.4
O=C(CCC(=O)Nc1ccc(F)cc1)N/N=C/c1ccc(F)cc1	19	0	20	11	0	-4	4	-0.5
CCOC(=O)c1[nH]c2ccc(F)cc2c1NC(=O)c1cc(OC)c(OC)c(OC)c1	-36	-7	-1	-15	-3	-24	3	-0.7
Cn1c(-c2sc3cc(C(F)(F)F)cnc3c2-c2cccs2)n[nH]c1=S	-100	2	20	-10	5	-9	-8	-1.2
CCN(CC(=O)Nc1ccc(NC(C)=O)cc1)C(=O)c1cccc2ccccc12	4	0	-4	-4	3	1	4	-0.2
COc1ccc(-c2cc3nc(C)cc(N4CC(C)CC(C)C4)n3n2)cc1 (stereo unspecified)	-470	1	29	-3	-2	0	-9	0.2
CC(C)CC1C2C(=O)N(c3ccccc3)C(=O)C2ON1c1ccccc1 (stereo unspecified)	12	1	-23	2	0	6	-7	-2.0
COc1ccc2[nH]c(C)c(-c3csc(N)n3)c2c1	-8	-5	9	-16	-4	-4	-4	0.4
C/C(=C\C(=O)c1ccncc1)Nc1ccccc1O	30	-1	-26	-20	1	9	3	4.6
O=c1oc2cc(O)ccc2c2c1CCCC2	-271	0	6	-2	0	-4	-3	7.0
C=CCSc1nnc2n(CCc3ccccc3)c(=O)c3c4c(sc3n12)COC(C)(C)C4	3	0	-3	-23	-5	-6	9	0.5
CCOC(=O)C1(Cc2ccccc2Cl)CCN(Cc2csc(C(C)=O)c2)CC1	8	1	63*	-7	-9	2	-2	-0.5
CC(C)c1ccccc1NC(=O)COC(=O)COc1ccccc1[N+](=O)[O-]	12	-1	7	14	-10	-3	-1	-0.5
C/C=C/C1=CC(=O)C[C@H](c2ccc(Cl)cc2)C1	7	-3	3	-10	2	2	-4	0.4
CCN(C(=O)c1cnc(N2CCN(c3ncccn3)CC2)c2ccccc12)c1cccc(Cl)c1	-114	2	25	-3	5	-11	-9	0.2
c1ccc(C(Nc2cccnc2)c2ccccc2)cc1	10	0	-19	.	4	21	.	-0.9
Cc1cccc2c(N=O)c(O)[nH]c12	2	0	10	-23	-4	-1	-9	0.6
Cc1ccc(S(=O)(=O)c2cc(Nc3ccccc3)ccc2O)cc1	-180	-6	17	19	5	3	8	3.4
COc1ccccc1N1CCN(C(=O)c2ccc3c(=O)n(Cc4ccc5c(c4)OCO5)c(=O)[nH]c3c2)CC1	1	5	-3	5	-2	-1	-1	-0.6
O=C(CC1C(=O)NCCN1Cc1c(F)cccc1Cl)NCCc1ccccn1 (stereo unspecified)	-12	-2	-3	5	-10	-8	1	2.5
CC(=O)NC1C(=O)N=C(SCC(=O)NC(C)c2ccccc2)NC1=O (stereo unspecified)	2	-2	-7	-21	2	15	8	0.7
Cc1c(-c2cc(C(=O)O)c3ccccc3n2)cnn1C	-460	0	6	3	6	-6	-2	0.1
O=C1c2ccccc2C(Nc2ccc(-c3nc4ccccc4[nH]3)cc2)N1Cc1ccco1 (stereo unspecified)	-185	-10	-12	12	8	-10	-1	2.7
C/C(=N\N=C1\NC(=O)CC(C(=O)O)S1)c1ccc(F)cc1 (stereo unspecified)	33	0	-9	-12	-1	11	-14	0.3
Additional results:
SMILES	SENP8 inh	GRIN3A LBD mod	PfGluPho inh	SENP6 block	HKDC1 inh	ATG4B inhibitor	SENP7 block	MPTP inh
CCN(C(=O)COC(=O)CCC(=O)c1cccs1)c1ccccc1	-3	1	-6	-9	-2	-1	6	0.2
Cc1ccc(NCc2ccccc2O)cc1C	8	2	12	52*	-7	2	34	3.7
COc1ccc(CC(=O)Nc2cccc(S(=O)(=O)N3CCCCC3)c2)cc1	9	-10	3	-14	4	-11	1	-1.0
CC1CCCCN1c1ncnc(N)c1[N+](=O)[O-] (stereo unspecified)	17	1	6	12	4	-13	1	-0.5
Cc1c(C)n(C)c2ccc(C(=O)NCc3cccs3)cc12	-76	-1	32	-2	-3	-12	-3	-0.1
CCOC(=O)NC(=O)C(/C=N/c1sccc1C(=O)OC)=C(\C)O	-116	1	0	6	-6	12	3	-0.6
O=C(/C=C\Nc1ccc2c(c1)OCO2)c1ccc(Cl)s1	19	-7	2	13	-6	3	71*	0.6
Cc1ccnc(Nc2nc(-c3ccc(O)cc3)cs2)c1	23	18*	11	-2	-3	-19	0	5.5
Nc1ccc2nc(-c3ccc(-c4nc5ccc(N)cc5[nH]4)cc3)[nH]c2c1	.	18*	4	1	7	-13	0	.
CCOc1ccc(NC(=O)CN(C)C(=O)C2CC(=O)N(Cc3ccco3)C2)cc1OCC (stereo unspecified)	11	-1	8	-5	-4	-7	-5	-2.8
Cc1sc(NC(=O)CN(Cc2ccc(F)cc2)C(=O)C(C)(C)C)c(C(N)=O)c1C	-3	0	13	-2	-7	-4	1	1.4
CC1=C(CC(=O)O)c2cc(F)ccc2C1=Cc1ccc(S(C)(=O)=O)cc1	11	-1	-17	-10	-1	11	-1	-3.6

Part of the list above in another layout:
Order of results – SENP8 inh, GRIN3A LBD mod, PfGluPho inh, SENP6 block, HKDC1 inh, ATG4B inhibitor, SENP7 block, MPTP inh
> Cc1c(C)n(C)c2ccc(C(=O)NCc3cccs3)cc12
  -76, -1, 32, -2, -3, -12, -3, -0.1
> CC1CCCCN1c1ncnc(N)c1[N+](=O)[O-] (stereo unspecified)
  17, 1, 6, 12, 4, -13, 1, -0.5
> O=C(/C=C\Nc1ccc2c(c1)OCO2)c1ccc(Cl)s1
  19, -7, 2, 13, -6, 3, 71*, 0.6
> CCOc1ccc(NC(=O)CN(C)C(=O)C2CC(=O)N(Cc3ccco3)C2)cc1OCC (stereo unspecified)
  11, -1, 8, -5, -4, -7, -5, -2.8
> Cc1sc(NC(=O)CN(Cc2ccc(F)cc2)C(=O)C(C)(C)C)c(C(N)=O)c1C
  -3, 0, 13, -2, -7, -4, 1, 1.4
> COc1ccc(CC(=O)Nc2cccc(S(=O)(=O)N3CCCCC3)c2)cc1
  9, -10, 3, -14, 4, -11, 1, -1.0

Next part
SMILES	SENP8 inh	GRIN3A LBD mod	PfGluPho inh	SENP6 block	HKDC1 inh	ATG4B inhibitor	SENP7 block	MPTP inh
O=C(/C=C/c1ccco1)N1CCN(C/C=C/c2ccccc2)CC1	12	-1	12	-9	-7	-21	-3	0.4
O=C(NCCCn1ccnc1)c1ccc(C(F)(F)F)cc1	25	1	-14	-27	4	4	4	-1.9
Cc1cnc(C(=O)OCC(=O)NC2CCCC(C)C2C)cn1 (stereo unspecified)	18	0	-3	-12	-6	2	10	0.1
O=C(OCc1nnc(-c2ccccc2)o1)c1cccc(-n2cnnn2)c1	-24	-1	-3	-2	0	2	-9	-3.5
CCOc1cc(C2/C(=C(/O)c3ccc(OC)cc3)C(=O)C(=O)N2CC2CCCO2)ccc1O (stereo unspecified)	.	-4	3	6	3	5	3	.
CCOC(=O)N/N=C(/c1ccccc1)C1CCCCC1	14	-3	-12	13	14	4	5	1.0
